Bioassay records deposited in PubChem by Sanford-Burnham Center for Chemical Genomics.
GRIN3A LBD mod – modulators (binders) of human NR3A ligand-binding domain. NR3A LBD differential scanning fluorimetry, Tm shift; 0% = protein alone, 100% = glycine-bound protein. Tm shift relative to glycine control, % at 25 µM. AID 1259313. 2.5% of 340,000 active;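 active means melting temperature shift of at least 10% of the positive control shift, at one fixed dose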
hIAP act – human IAP activation | P09923 | purified human IAP, CDP-Star luminescence, 30 min; active compounds read high; 1 = vehicle-only enzyme, 0 = enzyme-free background | activation factor at 10 µM | 0.16% of 330,000 active;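 active means activation factor of the enzyme at least 2-fold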; further: the source names both 10 and 20 µM as test concentration; values of inactives mirror those of a sister screen read the other way
PfG6PD inh – PfG6PD (Plasmodium falciparum) enzyme inhibition. 0.78% of 350,000 active. PfGluPho enzyme, NADPH resazurin-diaphorase fluorescence. inhibition, % at 20 µM;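 active means inhibition reaching at least a set limit at 20 µM in the primary screen, cut at about 59% in these data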;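 further: 0% = DMSO wells with substrate and 100% = DMSO wells lacking glucose-6-phosphate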
ATG4B inhibitor – ATG4B (human) cysteine protease inhibition | Q9Y4P1 | ATG4B cleavage of LC3-PLA2, NBD-HPC fluorescence, 1 h | inhibition, % at 8.33 µM | 0.51% of 340,000 active; in the data active means inhibition above about 40%
SENP8 block – inhibitors of human SENP8 protease; recombinant SENP8, Nedd8 substrate fluorescence; inhibition, % at 20 µM; 0.64% of 360,000 active; in the data active means inhibition mostly above about 40%, no sharp cut-off; inactive means mostly below about 27%
Target sequence (Q96LD8 whole entry, looked up): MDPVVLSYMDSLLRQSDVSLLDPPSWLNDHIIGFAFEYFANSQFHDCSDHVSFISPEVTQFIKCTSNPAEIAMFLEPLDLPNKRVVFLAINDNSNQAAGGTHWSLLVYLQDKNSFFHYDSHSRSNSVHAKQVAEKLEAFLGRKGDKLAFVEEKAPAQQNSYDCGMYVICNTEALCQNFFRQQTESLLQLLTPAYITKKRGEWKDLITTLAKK
SENP1 FRET inh – inhibitors of human SENP1 SUMO protease catalytic domain; 0.21% of 360,000 active; inhibition, % at 10 µM; Q9P0U3; recombinant SENP1 catalytic domain, CyPet-SUMO1-YPet FRET cleavage;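 active means inhibition at least 30% at 10 µM, raw YFP signal under a set limit, fluorescence ratio 0.5 to 1.5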;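 further: 0% = enzyme with DMSO and 100% = no enzyme wells; some results filed as inactive read as strong as hits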
Target sequence (Q9P0U3 419-644 limits assumed): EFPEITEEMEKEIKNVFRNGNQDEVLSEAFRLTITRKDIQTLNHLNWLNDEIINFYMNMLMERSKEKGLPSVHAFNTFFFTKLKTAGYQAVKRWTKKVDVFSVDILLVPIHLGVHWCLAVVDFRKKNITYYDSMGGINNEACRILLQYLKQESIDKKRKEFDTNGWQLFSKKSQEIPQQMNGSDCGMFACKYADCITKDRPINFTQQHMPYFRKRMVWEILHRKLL
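Assay system – human recombinant His6-tagged SENP1 catalytic domain enzyme · Input – SENP1 enzyme, 20 pM final · Buffer or medium – Tris pH 8 buffer plus EDTA, NaCl, BME, BSA, NP40, catalase · Schedule – 50 min reaction at room temperature · Technique – FRET read of cyan and yellow fluorescence · Control set – no-enzyme wells low, DMSO-plus-enzyme wells high control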
MPTP block – permeability transition pore inhibition | isolated mouse mitochondria, Ca2+ swelling absorbance, 30 min | inhibition, % at 10 µM | 1.4% of 360,000 active;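 active means inhibition of 50% or more, scaled per plate between neutral and stimulator controls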;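 further: 0% = DMSO wells given calcium and 100% = 1 mM EGTA wells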
SENP6 inh – inhibitors of human SENP6 protease | inhibition, % at 10 µM | Q9GZR1 | Recombinant SENP6 catalytic domain, aminoluciferin luminescence | 1.8% of 330,000 active;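 active means inhibition above about 50% at the single tested dose, limit read from the data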;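 further: plate controls were DMSO wells with enzyme for no effect and DMSO wells lacking enzyme for full effect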
Target sequence (Q9GZR1 628-1112 limits assumed): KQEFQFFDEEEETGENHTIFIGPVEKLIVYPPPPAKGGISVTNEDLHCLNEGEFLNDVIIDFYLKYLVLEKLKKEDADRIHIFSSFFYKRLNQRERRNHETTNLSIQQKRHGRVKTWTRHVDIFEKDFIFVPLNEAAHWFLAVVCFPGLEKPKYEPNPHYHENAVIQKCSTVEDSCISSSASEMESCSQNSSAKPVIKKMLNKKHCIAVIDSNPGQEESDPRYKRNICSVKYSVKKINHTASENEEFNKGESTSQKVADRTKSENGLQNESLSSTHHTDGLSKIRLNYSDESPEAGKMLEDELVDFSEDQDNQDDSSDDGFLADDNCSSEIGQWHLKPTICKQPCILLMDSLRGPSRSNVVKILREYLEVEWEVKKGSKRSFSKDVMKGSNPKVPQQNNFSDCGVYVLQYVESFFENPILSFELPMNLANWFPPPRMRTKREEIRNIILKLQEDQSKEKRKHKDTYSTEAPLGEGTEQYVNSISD
An asterisk follows results filed as active; . = not tested or not shown.

GRIN3A LBD mod,hIAP act,PfG6PD inh,ATG4B inhibitor,SENP8 block,SENP1 FRET inh,MPTP block,SENP6 inh,SMILES
0,0.78,6,-2,15,3,-1.4,-13,CCOc1ccc2nc(N(CCN(CC)CC)C(=O)c3cccc([N+](=O)[O-])c3)sc2c1
0,0.94,0,7,10,-1,-1.9,13,Cc1nn(CC(=O)Nc2ccc(Br)cc2F)c(=O)c2cccn12
-1,1,-17,-4,11,0,1.0,-4,COc1ccc(C)cc1S(=O)(=O)n1cnc(C)c1
0,0.87,-7,9,10,-1,1.0,-20,O=[N+]([O-])c1ccccc1CCc1cnc(Cl)s1
1,1.1,3,17,20,0,-5.6,10,C=CCOc1ccc(CNc2nccs2)cc1OC
-1,1.1,8,-4,.,.,.,-1,CCOC(=O)N1CCN(C(=S)NC(=O)c2ccc(F)cc2)CC1
-8,.,7,-6,-6,0,1.8,.,CN(C)S(=O)(=O)c1cccc(NC(=O)COc2cccc(C#N)c2)c1
-1,1.3,-6,2,14,2,1.1,-17,CCOC(=O)CSc1nnc([C@H](Cc2ccccc2)NC(=O)OC(C)(C)C)o1
0,1.3,27,-1,6,-2,0.3,-20,CCOc1ccc(CCNC(=O)CCS(=O)(=O)c2ccc(Cl)cc2)cc1OCC
0,1,-5,5,-110,14,-2.5,-4,O=C(CSc1nnc(-c2cccnc2)o1)c1cc2ccccc2oc1=O
-2,0.99,8,1,-10,0,-0.7,-4,CCOc1ccc(S(=O)(=O)Nc2cccc(C(=O)N3CCN(C(C)=O)CC3)c2)cc1
0,1,2,17,-49,-4,-0.6,-3,O=C(CC1C(=O)NCCN1Cc1cccc(F)c1)NCCCN1CCCC1=O (configuration not stated)
-2,1.2,-7,6,4,-3,-0.5,6,COC(=O)c1ccc(N2C(=O)CC(Sc3n[nH]c(C)n3)C2=O)cc1 (configuration not stated)
2,1,0,-3,8,5,-0.1,-6,CCOC(=O)c1ccc(NC(=O)N2CCOCC2)cc1
0,0.9,9,-14,-1,-1,-0.1,-4,N#CCCN(C(=O)COC(=O)c1ccc(S(=O)(=O)N2CCCC2)cc1)c1cccc(Cl)c1
-4,1.2,-20,3,-131,-1,-1.0,-7,Cc1cccc(C(=O)OC(C)C(=O)NC2CCCc3ccccc32)c1O (configuration not stated)
-1,1.2,-20,6,16,0,3.1,12,CCOc1ccccc1N1CCN(C(=O)C(Sc2ccccc2)c2ccccc2)CC1 (configuration not stated)
-3,0.9,-6,3,17,2,0.2,-8,Cc1oc(-c2ccccc2F)nc1CS(=O)(=O)CC(=O)NCCN(C)C1CCCCC1
-2,0.98,-3,-26,-6,-16,1.1,-10,Cc1ccc2oc(=O)c3cnn(CC(=O)NCCc4ccsc4)c3c2c1
2,1.1,8,-12,8,0,-3.2,-7,CCOC(=O)c1c(NC(=O)Cc2cccs2)sc(C(=O)NC2CCCC2)c1C

Sorted by length of the SMILES (descending): three of the compounds above.
GRIN3A LBD mod,hIAP act,PfG6PD inh,ATG4B inhibitor,SENP8 block,SENP1 FRET inh,MPTP block,SENP6 inh,SMILES
0,0.78,6,-2,15,3,-1.4,-13,CCOc1ccc2nc(N(CCN(CC)CC)C(=O)c3cccc([N+](=O)[O-])c3)sc2c1
0,1,2,17,-49,-4,-0.6,-3,O=C(CC1C(=O)NCCN1Cc1cccc(F)c1)NCCCN1CCCC1=O (configuration not stated)
-4,1.2,-20,3,-131,-1,-1.0,-7,Cc1cccc(C(=O)OC(C)C(=O)NC2CCCc3ccccc32)c1O (configuration not stated)

Part of the list above, with each value named.
Cc1cccc(C(=O)OC(C)C(=O)NC2CCCc3ccccc32)c1O (configuration not stated)
  GRIN3A LBD mod: -4; hIAP act: 1.2; PfG6PD inh: -20; ATG4B inhibitor: 3; SENP8 block: -131; SENP1 FRET inh: -1; MPTP block: -1.0; SENP6 inh: -7

CCOc1ccccc1N1CCN(C(=O)C(Sc2ccccc2)c2ccccc2)CC1 (configuration not stated)
  GRIN3A LBD mod: -1; hIAP act: 1.2; PfG6PD inh: -20; ATG4B inhibitor: 6; SENP8 block: 16; SENP1 FRET inh: 0; MPTP block: 3.1; SENP6 inh: 12

Cc1oc(-c2ccccc2F)nc1CS(=O)(=O)CC(=O)NCCN(C)C1CCCCC1
  GRIN3A LBD mod: -3; hIAP act: 0.9; PfG6PD inh: -6; ATG4B inhibitor: 3; SENP8 block: 17; SENP1 FRET inh: 2; MPTP block: 0.2; SENP6 inh: -8

Cc1ccc2oc(=O)c3cnn(CC(=O)NCCc4ccsc4)c3c2c1
  GRIN3A LBD mod: -2; hIAP act: 0.98; PfG6PD inh: -3; ATG4B inhibitor: -26; SENP8 block: -6; SENP1 FRET inh: -16; MPTP block: 1.1; SENP6 inh: -10

The main list resumes with the 3 entries that preceded the break.
GRIN3A LBD mod,hIAP act,PfG6PD inh,ATG4B inhibitor,SENP8 block,SENP1 FRET inh,MPTP block,SENP6 inh,SMILES
-3,0.9,-6,3,17,2,0.2,-8,Cc1oc(-c2ccccc2F)nc1CS(=O)(=O)CC(=O)NCCN(C)C1CCCCC1
-2,0.98,-3,-26,-6,-16,1.1,-10,Cc1ccc2oc(=O)c3cnn(CC(=O)NCCc4ccsc4)c3c2c1
2,1.1,8,-12,8,0,-3.2,-7,CCOC(=O)c1c(NC(=O)Cc2cccs2)sc(C(=O)NC2CCCC2)c1C
-6,0.83,11,21,3,-2,-2.0,18,Cc1cc(OCc2cc(C(=O)N(C)C(C)c3ccccn3)no2)cc(C)c1Cl (configuration not stated)
2,.,13,-3,-16,-30,2.8,.,N#C/C(=C\Nc1ccc2cn[nH]c2c1)c1nc(-c2ccccc2)cs1
-2,0.96,9,0,-4,0,0.2,-3,COc1ccccc1C(C)NC(=O)CN(C)CC(=O)Nc1c(C)cccc1C (configuration not stated)
-7,0.9,17,-6,8,-7,1.1,-25,Cc1ccc(CN=c2c([N+](=O)[O-])nn(-c3cccc(Cl)c3)n2O)cc1
0,1.1,20,3,-69,1,50,-7,Cc1c(C(=O)Nc2ccccc2)c2ccc(C(F)(F)F)cc2n1O
8,0.96,6,2,2,1,0.2,-6,CCCC/C(C)=N/NC(=O)c1cn(-c2ccccc2)nc1-c1ccccc1
1,1.1,7,-15,-35,3,0.4,-1,O=C(CNC(=O)c1ccco1)OCC(=O)c1ccc2ccccc2c1
0,1.2,-7,-7,13,4,-1.2,1,CCN(CC)S(=O)(=O)c1ccc2nc(SC)sc2c1
2,1,30,-10,5,5,0.1,-9,CCc1ccc(NC(=S)Nc2cc(OC)c(NC(=O)C(C)C)cc2OC)cc1
5,.,8,-6,8,0,-0.8,.,Cc1ccc(S(=O)(=O)N2C/C=C\CN(S(=O)(=O)c3ccccc3Br)CC2)cc1
-1,1,-15,1,8,1,-0.6,-12,CC(C)N=C(NC#N)SCc1ccccc1F
-6,0.87,-5,5,-400,4,3.8,-1,CS(=O)(=O)NN1C(=O)c2ccccc2NC1c1c[nH]c2ccccc12 (configuration not stated)
.,.,2,.,11,1,0.3,.,C[C@@H]1CNC(=O)c2c(C(=O)N[C@@H](Cc3c[nH]c4ccccc34)C(=O)OC(C)(C)C)ncn21
0,1,0,-8,4,1,-0.4,2,O=C(CCC1CCCC1)N1CCN(S(=O)(=O)c2ccc(Br)cc2)CC1
-1,1,1,0,-108,-34,0.5,-17,CCN=C1S/C(=C\c2ccc(O)c(OCC)c2)C(=O)N1CC
1,1.1,5,0,13,1,-1.9,3,O=C(CSc1nc(=O)n2ccccc2n1)NCc1ccc2c(c1)OCO2
2,1.1,12,-8,-19,0,1.2,-29,COC(=O)c1sc2ccccc2c1NC(=O)c1ccc(S(=O)(=O)N2CCCCC2)cc1
0,0.97,4,9,8,0,-1.3,-8,CC(=O)N1CCc2cc(S(=O)(=O)NC(CC(C)C)C(=O)N3CCCC3)ccc21 (configuration not stated)
-1,1.1,-6,-2,16,-18,0.9,3,O=C(Cc1cccs1)NCCc1csc(-c2ccccc2)n1
-1,0.97,1,8,3,2,-2.5,0,CCOC(=O)c1n[nH]c(=O)c2ccccc12

Next structures
GRIN3A LBD mod,hIAP act,PfG6PD inh,ATG4B inhibitor,SENP8 block,SENP1 FRET inh,MPTP block,SENP6 inh,SMILES
-1,1.2,29,-6,-17,-2,0.5,0,CC(C)Cn1c(-c2csc(C(C)C)c2)n[nH]c1=S
-2,0.99,10,-7,23,-2,2.5,-9,Cc1ccc(OCC(=O)Nc2cccc(S(=O)(=O)N3CCCCC3)c2)c([N+](=O)[O-])n1
1,1.1,1,1,25,-1,1.9,-17,NC(=O)c1cc2cc(Br)ccc2oc1=NCc1ccccc1
2,1,-16,-5,11,0,-0.4,-10,COc1ccc(C(=O)OCC(=O)NC2CC2)cc1OC
-2,0.82,10,-6,18,-1,-0.3,-13,COc1ccccc1NC(=S)NC12CN3CN(CN(C3)C1)C2
-33,1.1,13,-11,-283,-19,0.0,20,CC(C)Cn1c(N)c(C(=O)NCCN2CCOCC2)c2nc3ccccc3nc21
-4,1.2,-5,-5,5,2,-0.2,8,COc1cc(C(=O)Nc2ccc3c(c2)ncn3C(C)(C)C)cc(OC)c1OC
-2,1.2,-18,2,0,-4,-2.1,0,O=C(CSc1nnc(NC(=O)C2CC(=O)N(c3ccc(F)cc3)C2)s1)NCc1ccco1 (configuration not stated)
0,0.94,-18,-3,13,2,1.1,-3,CN(CCOC(=O)c1ccc2c(c1)OCO2)C(C)(C)C
1,1.3,-4,5,14,-1,1.4,-13,Cc1cc(Br)ccc1OCCOCCN1CCCC1
1,1.3,-20,-2,-5,-1,1.3,2,CC1CCCCN1C(=O)C(=O)c1cn(CC(=O)N2CCCC2)c2ccccc12 (configuration not stated)
7,.,55,-2,13,-1,0.8,.,O=C(Nc1ccc2c(c1)OCCO2)c1ccc(Br)s1
0,0.92,2,-7,13,2,-1.0,-10,C[C@@H](C(=O)Nc1cccnc1)n1c(=O)[nH]c2ccccc2c1=O
-1,1.1,-2,1,3,1,-2.4,1,CCN(CC)CCN(CC)Cc1ccccc1Br
-5,0.94,15,2,-8,-1,-0.7,60*,CCc1ccc(-c2csc(NC(=O)C3=COCCO3)n2)cc1
-4,0.98,-8,-3,-5,0,0.7,-5,Cc1ccc2c(c1)C(=O)N1[C@H]3c4cc(Cl)ccc4OC[C@@H]3[C@H](c3ccccc3)[C@]1(C)C(=O)N2
